Compound activity: PubChem, Johns Hopkins Ion Channel Center
CHT block = inhibitors of human choline transporter CHT; AID 488975; B-score at 10 µM; CHT-expressing cells, membrane potential dye, choline response; stronger effect = lower value; actives 0.86% (n = 310,000); Q9GZV3;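 active = B-score over 3 SD under the library average, and starting fluorescence ratio not unusually high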;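 also: choline stimulus applied at its EC90 after an EC20 pre-addition; B-score computed on integrated fluorescence ratio after choline addition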
Target sequence (Q9GZV3 whole entry, looked up): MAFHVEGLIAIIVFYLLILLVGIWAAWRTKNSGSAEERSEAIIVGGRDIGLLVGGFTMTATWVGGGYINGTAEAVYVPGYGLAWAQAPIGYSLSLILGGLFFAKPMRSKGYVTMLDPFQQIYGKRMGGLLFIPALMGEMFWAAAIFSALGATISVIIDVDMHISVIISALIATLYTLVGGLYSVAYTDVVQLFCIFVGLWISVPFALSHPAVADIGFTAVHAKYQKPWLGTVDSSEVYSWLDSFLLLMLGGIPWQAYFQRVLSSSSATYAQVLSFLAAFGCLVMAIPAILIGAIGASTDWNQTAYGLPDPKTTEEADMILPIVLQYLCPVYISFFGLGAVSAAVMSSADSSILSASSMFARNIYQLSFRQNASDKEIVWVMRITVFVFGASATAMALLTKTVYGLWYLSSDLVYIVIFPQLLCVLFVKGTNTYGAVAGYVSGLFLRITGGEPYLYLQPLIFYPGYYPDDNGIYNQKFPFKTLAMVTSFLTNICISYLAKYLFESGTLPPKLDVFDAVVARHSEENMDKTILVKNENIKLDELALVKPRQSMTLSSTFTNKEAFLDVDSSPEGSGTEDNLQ
Kir21 inh = inhibitors of mouse Kir2.1 inward-rectifier potassium channel; P35561; HEK293-Kir2.1, FluxOR thallium flux fluorescence; stronger effect = lower value; B-score at 10 µM; actives 0.85% (n = 310,000); AID 1672;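 active = fluorescence ratio B-score at or below minus 3 SD of library scores, with starting-brightness B-score within 2 SD, cut at about -4.2 in these data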;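 also: channel flux triggered by added potassium and thallium sulfate stimulus; B-score of peak minus minimum fluorescence over baseline after thallium stimulus; more negative B-score means stronger Kir2.1 block with less thallium influx; some compounds called inactive have numbers as strong as hits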
Target sequence (P35561 whole entry, looked up): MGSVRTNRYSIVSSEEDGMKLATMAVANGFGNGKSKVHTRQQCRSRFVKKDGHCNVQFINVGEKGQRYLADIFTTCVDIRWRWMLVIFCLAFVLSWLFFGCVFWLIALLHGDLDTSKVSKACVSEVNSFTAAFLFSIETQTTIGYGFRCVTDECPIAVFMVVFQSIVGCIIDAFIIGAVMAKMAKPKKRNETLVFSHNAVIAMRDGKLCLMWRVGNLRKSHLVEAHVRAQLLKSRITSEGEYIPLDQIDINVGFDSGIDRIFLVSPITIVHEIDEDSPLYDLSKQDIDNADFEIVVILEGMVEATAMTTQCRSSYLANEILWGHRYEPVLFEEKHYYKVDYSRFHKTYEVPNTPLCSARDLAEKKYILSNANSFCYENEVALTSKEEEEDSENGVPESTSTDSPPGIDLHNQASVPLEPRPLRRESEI
The depositor's hits bear a star; i = inactive; nt = not tested or not shown.

SMILES	CHT block	Kir21 inh
CCN(C(=O)C(C)OC(=O)C1C(C(=O)OC)=C(C)NC(C)=C1C(=O)OC)c1ccccc1 (stereo not given)	i	0.98
COc1cccc(NC(=O)CSc2nnc(-c3cccnc3)o2)c1	i	0.4
Cc1ccc(C)c(N=Nc2ccc(O)c3ncccc23)c1	i	0.98
O=C(O)C1CCCCC1C(=O)Nc1ccc(-c2ccccc2)cc1 (stereo not given)	i	-0.09
N/C(=N\NS(=O)(=O)c1cc(C(F)(F)F)cc(C(F)(F)F)c1)c1ccccn1	i	-0.72
COc1ccccc1-c1cc(C(=O)N2CCCC2)no1	i	-0.18
COc1ccc(S(=O)(=O)NC(CC(=O)NCc2ccccc2OC)c2ccco2)cc1 (stereo not given)	i	1.1
CCOC(=O)Cc1csc(NS(=O)(=O)c2ccc(Cl)cc2)n1	i	-0.96
CCC(=O)Nc1cc(-c2nn(CC(=O)N3CCCCC3)c(=O)c3ccccc23)ccc1N1CCOCC1	i	-0.49
CC(=O)N1CCN(CCN2C(C)=CC(=C(C#N)C#N)C=C2C)CC1	i	0
CCOc1ccc(CN2CCNC(=O)C2CC(=O)N(C)Cc2nonc2C)cc1 (stereo not given)	i	-0.96
CN(C)S(=O)(=O)c1cccc(NC(=O)COC(=O)CCSc2ccc(Cl)cc2)c1	i	0.74
COc1ccc(-n2cc(CNCCN3CCOC3=O)c(-c3ccccc3Cl)n2)cc1	i	0.08
COc1ccc(C2=Nn3c(C)nnc3SC2)cc1	i	2.1
COc1cc(Cl)cc(/C=N/NC(N)=O)c1O	i	-1.1

The last 7 records of the section above come first, to join the parts:
SMILES	CHT block	Kir21 inh
CCC(=O)Nc1cc(-c2nn(CC(=O)N3CCCCC3)c(=O)c3ccccc23)ccc1N1CCOCC1	i	-0.49
CC(=O)N1CCN(CCN2C(C)=CC(=C(C#N)C#N)C=C2C)CC1	i	0
CCOc1ccc(CN2CCNC(=O)C2CC(=O)N(C)Cc2nonc2C)cc1 (stereo not given)	i	-0.96
CN(C)S(=O)(=O)c1cccc(NC(=O)COC(=O)CCSc2ccc(Cl)cc2)c1	i	0.74
COc1ccc(-n2cc(CNCCN3CCOC3=O)c(-c3ccccc3Cl)n2)cc1	i	0.08
COc1ccc(C2=Nn3c(C)nnc3SC2)cc1	i	2.1
COc1cc(Cl)cc(/C=N/NC(N)=O)c1O	i	-1.1
COC(=O)Cn1cc(/C=N/NC(=O)c2ccc(C#N)cc2F)c2ccccc21	i	0.21
COc1ccc(NC(=S)NCCCN2CCOCC2)cc1	i	-0.25
N#Cc1c(NC(=S)NC(=O)c2ccccc2)sc2c1CCN(CCc1ccccc1)C2	i	-2.1
CC(C)NC(=O)C12CC3CC(C1)CC(C(=O)NC(C)C)(C3)C2	i	0.17
COc1ccc(N2C(=S)N(C(=O)c3ccccc3)C(=Nc3ccccc3)C2=Nc2ccccc2)cc1	i	0.51
C=CCN1C(=O)C(O)(CC(=O)c2ccc(Cl)cc2)c2ccccc21 (stereo not given)	i	-0.28
COc1cccc(C(=O)COC(=O)CCCC(=O)NC2CCCCC2)c1	i	-0.51
Cc1nc(-c2cccc(NC(=O)c3cc4cc(Br)ccc4oc3=O)c2)cs1	i	-0.95
COc1ccc(CCNC(=O)C2CCN(Cc3nc(-c4ccccc4C)oc3C)CC2)cc1OC	i	0.47
O=C(O)C(=O)/C(=C\c1ccc(Cl)cc1)c1ccc2ccccc2n1	i	0.76
COc1ccc(NC(=O)Nc2ccc(OC)c(OC)c2)c([N+](=O)[O-])c1	i	0.45
Cc1cc2c(cc1[N+](=O)[O-])NC(CNC(C)C)CC2 (stereo not given)	i	0.01
CCOc1nc(NC2CCCC2)nc(N2CCC(C)CC2)n1	i	-0.67
Cc1ccc(C(C)C)cc1OCCN1CCCC1	i	-1.1
COc1ccc(/C=C2\SC(=S)NC2=O)cc1OS(=O)(=O)c1ccc(NC(C)=O)cc1	nt	0.57
CCOC(=O)CN1C(=O)N[C@@H](c2ccco2)C(C(=O)OC)=C1C	i	0.8
COC(=O)c1cn[nH]c1N	i	nt
Cc1cnc(C(=O)Nc2ccc(N3CCN(C(=O)OC(C)(C)C)CC3)cc2)cn1	i	0.3
CCN(CC)S(=O)(=O)c1ccc(C)c(NC(=S)Nc2cccc(S(=O)(=O)N3CCCCCC3)c2)c1	i	-2.7
O=[N+]([O-])c1ccc2nc(SCc3cn4cccnc4n3)[nH]c2c1	i	0.33
Cn1c(=O)c2c(nc(CN3CCCCC3)n2CCc2ccccc2)n(C)c1=O	i	0.4
CCc1ccc(NC(=O)C(=O)NNC(=O)c2ccc(OC)cc2)cc1	i	1.7
CC(=O)c1ccc(-n2nnnc2SCC(=O)NNC(=O)c2ccco2)cc1	i	-1.2
CCCCNC(=O)c1sc(=S)n2c1[nH]c(=O)c1ccc(C(=O)NCCc3ccc(OC)c(OC)c3)cc12	i	-2.4
COc1ccccc1C(=O)Nc1ccnn1C1CCN(C(=O)c2cnsn2)CC1	i	0.99
COC(=O)c1[nH]c(C)c(/C(O)=C2\C(=O)C(=O)N(CCN3CCOCC3)C2c2ccco2)c1C (stereo not given)	i	-0.53
CCOC(=O)N1CCN(S(=O)(=O)N2CCCC(C(=O)NCc3ccc(F)cc3)C2)CC1 (stereo not given)	i	0.33
COc1cc(/C=N/n2c(-c3cc(C)[nH]n3)n[nH]c2=S)ccc1O	i	-0.84
CC1CCCCC1NC(=O)C1CCCN1S(=O)(=O)c1cccc2nsnc12 (stereo not given)	i	0.83
c1ccc(CSc2ccc(-c3cccnc3)nn2)cc1	i	1.1
COc1ccc(Cl)cc1NC(=O)C(=O)NC1CCCCCC1	i	1.9
CN(c1nnc(N)s1)C1CCCCC1	i	-1.4
Cc1ccc2c(c1)C1CN(C)CCC1N2C(=O)COc1ccc(N(C)C(=O)c2ccccc2)cc1 (stereo not given)	i	-0.36
O=C(c1ccc([N+](=O)[O-])c(CS(=O)(=O)c2ccc(Cl)cc2)c1)N1CCCC1	i	0.72
CC(=O)c1ccc(NC(=O)c2ccc(C)c(Br)c2)cc1	i	0.11
CCn1nc(C)c(/C=N/NC(=O)Cn2nccc2C)c1C	i	0.1
O=C(NNC(=O)C1CCN(Cc2ccc(F)cc2Cl)CC1)Nc1ccc([N+](=O)[O-])cc1	i	-1.2
CCOc1ccc(S(=O)(=O)N2CCCC(C(=O)Nc3cc(C)cc(C)c3)C2)cc1 (stereo not given)	i	1.6
CN(Cc1ccco1)C(=O)c1c[nH]c2ccc(S(=O)(=O)Nc3ccc4c(c3)OCCO4)cc2c1=O	i	2
O=C(Nc1nc2cc(Cl)ccc2s1)C1CCCN(S(=O)(=O)c2cccc3cccnc23)C1 (stereo not given)	i	-1.1
CSc1ccc(S(=O)(=O)N2CCC(C(=O)NCc3ccco3)CC2)cc1	i	-0.36
Cc1cc(O)cc(=O)n1Cc1ccco1	i	0.7
CCc1ccc(C2=NN(CCC(=O)NC3CC3)C(=O)CC2)cc1	i	1.3
CCCC(=O)N/C(N)=N/c1nc(C)c2cc(C)ccc2n1	i	-1.6
CCc1ccc2[nH]c(=O)c(C(c3nnnn3CCOC)N3CCN(c4ccc(F)cc4)CC3)cc2c1 (stereo not given)	i	-0.5
Cc1cccc(Cn2c(C(C)O)nc3ccccc32)c1 (stereo not given)	i	-1.2
Cc1ccc2c(c1)COc1c3ccc(C(=O)O)cc3nn1-2	i	0.17
O=C(CSc1nc2ccccc2[nH]1)Nc1ccc(N2CCOCC2)cc1	i	0.04
CCOc1ccc(-c2nc(C#N)c(N3CCN(C)CC3)o2)cc1	i	0.88
COc1ccccc1CNC(=O)C1CCN(S(=O)(=O)c2ccc(N3CCCC3=O)cc2)CC1	i	0.23
COc1ccc(S(=O)(=O)N2CCCC2CNC(=O)C(=O)NCc2ccc(C)cc2)cc1 (stereo not given)	i	-2.4
O=C(CN1C(=O)C2CCCCC2C1=O)OCc1nnc(-c2ccccc2)o1 (stereo not given)	i	-0.02
COC(=O)c1cc(S(=O)(=O)N2CCC(c3cc(OC)ccc3OC)C2)c[nH]1 (stereo not given)	i	-3.4
CC1(C)CC(=O)C2=C(C1)N(c1ccccc1)C(N)=C(C#N)C2c1ccsc1 (stereo not given)	i	0.14
Cc1ccc(C)c(N2CCN(C(=O)Cc3ccc(-n4c(=O)[nH]c5ccsc5c4=O)cc3)CC2)c1	i	0.07
CCCCNC(=O)N(CC)c1c(N)n(Cc2ccccc2)c(=O)[nH]c1=O	i	1.2
Cc1nn(Cc2ccccc2Cl)c(C)c1NC(=O)c1ccn(C)n1	i	-2
COC(=O)c1ccc(CO/N=C(\NC(C)=O)c2nonc2NC(C)=O)cc1	i	-0.96
COc1ccc(C2NN=C(c3ccc(C)cc3)S2)cc1 (stereo not given)	i	-1.3
O=C(NC1CCCCCC1)C1CCC(=O)N(Cc2ccccc2F)C1 (stereo not given)	i	-2.4
The listing continues:
SMILES	CHT block	Kir21 inh
O=C(Nc1ccccc1)C1CCN(C(=O)c2ccco2)CC1	i	-0.57
C=CCn1c(SCC(=O)NCC)nnc1-c1cc2c(s1)CCC(CC)C2 (stereo not given)	i	-1.8
CN(C)C(=O)c1ccccc1Sc1ccc(Cl)cc1Cl	-5*	-4.2
Cc1cc(C)n2nc(C(=O)N/N=C/c3ccccc3Cl)nc2n1	i	-0.04
CO/N=C/c1ccc(Sc2ccccc2N)c([N+](=O)[O-])c1	i	-0.66
CC(C)CCNc1cc(=O)n(C)c(=O)n1C	i	-1.8
O=C(CSc1n[nH]c(-c2cccs2)n1)N1CCCCC1	i	0.43
Cc1cccc(NC(=O)CSc2ncnc3nc[nH]c23)c1	i	0.07
Cc1oc(-c2ccccc2)[n+]([O-])c1C	i	1.3
Nc1nc(-c2cccs2)c(NC(=O)c2ccccc2)s1	i	0.14
CSCCC(N=C1NS(=O)(=O)c2ccccc21)C(=O)NCc1ccccc1F (stereo not given)	i	1.4
N/C(=N\OC(=O)CCC1CCCCC1)c1ccccn1	i	0.51
O=C(CSc1ccc(Cl)cc1)Nc1cccc(-c2nc3ncccc3o2)c1	i	-0.25
Nc1ccc(C(=O)OCCCc2nc3ccccc3[nH]2)cc1	i	0.06
CCOC(=O)c1c(NC(=O)C(C)S(=O)(=O)c2cn(CC)c3ccccc23)sc2c1CCCC2 (stereo not given)	i	0.01
CCOC(=O)N1CCC(NC(=O)c2oc3c(C)c(C)ccc3c2C)CC1	i	-0.1
CCCCn1c(=O)[nH]c2c(oc3ccccc32)c1=O	i	-0.08
S=c1[nH]nc(CNc2cccc(Cl)c2)o1	i	-0.74
CCN(CC)S(=O)(=O)c1cccc(NC(=O)CCSc2ccc(Cl)cc2)c1	i	-2.8
COc1ccc(OC)c(C2=C[N+](=O)C(C)(C)C(C)(C)N2[O-])c1	i	0.26
CC1CCN(CC(=O)NC2CCCCC2)CC1	i	1.3
Cc1ccccc1OCc1nnc(SCC(=O)NC2CCCCC2)o1	i	-0.05
CCNC(=S)NCc1ccc(OC)c(OC)c1	i	-0.09
CCOC(=O)c1cnn(-c2ccccc2)c1-n1cccc1C(=O)C(=O)Nc1ccccc1C(F)(F)F	i	1.6
CSc1nc(Cc2ccccc2)cc(=O)[nH]1	i	0.4
C=C(C)CN=C1SC(C(=O)Nc2sc3c(c2C(=O)OC)CCC3)C(N)=C1C(N)=O (stereo not given)	i	-0.59
CCC(=O)Nc1cccc(NC(=O)c2cccnc2)c1	i	-0.12
CC(C)CCNC(=O)Cc1c(C(=O)O)[nH]c2ccc(Cl)cc12	i	-0.02
Cc1cccc(N/N=C/c2ccc(O)c(O)c2O)c1	i	-0.02
O=C(Nc1ccc(F)cc1)c1ccc(S(=O)(=O)N2CCOCC2)o1	i	0.31

Quoted at random: six compounds from above
SMILES	CHT block	Kir21 inh
CSc1nc(Cc2ccccc2)cc(=O)[nH]1	i	0.4
CC1CCN(CC(=O)NC2CCCCC2)CC1	i	1.3
CC(C)CCNC(=O)Cc1c(C(=O)O)[nH]c2ccc(Cl)cc12	i	-0.02
CCOC(=O)c1cnn(-c2ccccc2)c1-n1cccc1C(=O)C(=O)Nc1ccccc1C(F)(F)F	i	1.6
S=c1[nH]nc(CNc2cccc(Cl)c2)o1	i	-0.74
CCOC(=O)N1CCC(NC(=O)c2oc3c(C)c(C)ccc3c2C)CC1	i	-0.1

Remaining list, next part
SMILES	CHT block	Kir21 inh
CSc1nc(C)nc2c1c(=O)n(C)c(=O)n2C	i	3
COc1cc(C(=O)NCc2nnc(SCC(=O)Nc3ccc4c(c3)OCO4)o2)cc(OC)c1OC	i	0.01
COc1ccccc1/C=C/C(=O)NCC(=O)N/N=C/c1ccccc1	i	-0.08
O=c1c(-c2ccc(Cl)cc2)[n+]([O-])c2ccccc2n1OCc1nc2ccccc2[nH]1	i	-0.96
COc1ccc(OC(=O)c2cnn(-c3ccccc3)c2C)cc1	i	0.09
CCOC(=O)C1CCN(C(=O)c2ccccc2NC(C)=O)CC1	i	-0.94
Cc1c(CC(=O)NCCCC(=O)O)c(=O)oc2cc3oc4c(c3cc12)CCCC4	i	-1.1
O=C(COC(=O)/C=C/c1ccc([N+](=O)[O-])cc1)NCC1CCCO1 (stereo not given)	i	0.33
N#Cc1cc([N+](=O)[O-])ccc1NC(=O)COC(=O)C12CC3CC(CC(C3)C1)C2	i	2
c1ccc(-n2nnnc2-n2ccnc2)cc1	i	0.32
Nc1ccc(-c2ccc(C(=O)O)s2)cn1	i	0.33
O=C(c1cccc2nc3ccccc3nc12)N1CCOCC1	i	1.7
Cc1cccc(NC(=O)CN2C(=O)NC(Cc3ccccc3)C2=O)c1 (stereo not given)	i	1.3
O=C1CC(N(CCc2ccccc2)C(=S)Nc2ccccc2)C(=O)N1c1ccc(F)cc1 (stereo not given)	i	1.2
O=C1CCC(=O)N1CC(=O)N(c1ccccc1)c1ccccc1	i	-2
COc1cc(NC(=O)CSc2ccc3c(c2)OCCO3)cc(OC)c1OC	i	0.55
